# HTR2A ag: mouse HTR2A agonism via beta-arrestin recruitment; AID 624169; hit rate 0.66% among 360,000; CHO-K1 mHTR2A beta-arrestin complementation, luminescence; percent of 30 µM serotonin response; P35363; activation, % at 7.6 µM;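 active = activation above a run cutoff, the mean activation of all tested compounds plus 3 SD, cut at about 14% in these data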;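 note: 0% = plate median of compound wells and 100% = 30 µM serotonin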
# Target sequence (P35363 whole entry, looked up): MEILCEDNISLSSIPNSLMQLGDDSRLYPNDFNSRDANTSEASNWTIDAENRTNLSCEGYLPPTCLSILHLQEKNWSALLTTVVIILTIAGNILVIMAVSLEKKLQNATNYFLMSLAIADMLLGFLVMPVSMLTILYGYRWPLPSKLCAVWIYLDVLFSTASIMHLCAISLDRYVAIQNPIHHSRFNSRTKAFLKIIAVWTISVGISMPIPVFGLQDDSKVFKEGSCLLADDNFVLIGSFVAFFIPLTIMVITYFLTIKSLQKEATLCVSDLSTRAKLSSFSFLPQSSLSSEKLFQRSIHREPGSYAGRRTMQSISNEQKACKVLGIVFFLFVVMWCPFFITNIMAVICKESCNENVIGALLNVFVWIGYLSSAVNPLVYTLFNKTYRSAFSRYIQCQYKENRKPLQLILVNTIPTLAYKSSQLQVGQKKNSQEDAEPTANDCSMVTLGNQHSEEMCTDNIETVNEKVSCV
# MC4R antagonist: blocks human MC4R cAMP signaling; hit rate 0.48% among 360,000; inhibition, % at 6.5 µM; MC4R-expressing cells, MTII-stimulated cAMP, LANCE TR-FRET;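 active = inhibition above its plate's cutoff, the mean of tested wells on that plate plus 3 SD, cut at about 29% in these data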;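 note: 0% = Melanotan II alone and 100% = Melanotan II plus saturating MCL0020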
#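 System: U2OS-MC4R stable cell line; Technique: Eu-cAMP/anti-cAMP TR-FRET, emission 671 nm; Repeats: single well per compound; Also added: Melanotan II; Dosing: one concentration, 6.5 µM nominal; Schedule: 30-min compound, 1-h challenge, 1-h detection, room temperature.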
# ABCB6 inh 2: inhibitors of human ABC transporter ABCB6; K562-ABCB6 porphyrin accumulation, flow cytometry, 1 h; hits give low values; fluorescence ratio to DMSO, % at 10 µM; hit rate 0.19% among 360,000;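 active = fluorescence ratio to DMSO below 75%, the collection mean minus 3 SD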;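 note: signal is porphyrin accumulated inside mitochondria; 100% equals median channel fluorescence of DMSO control wells; lower ratio means ABCB6 inhibition with less porphyrin fluorescence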
# TLR9-MyD88 block: blocks human TLR9 binding to MyD88. Q9NR96+Q99836. CHO BLA complementation TLR9-MyD88, CCF4 FRET ratio. inhibition, % at 4.98 µM. AID 504734. hit rate 0.21% among 340,000;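 active = inhibition above the mean over all tested compounds plus 3 SD, cut at about 21% in these data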;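 note: 0% = DMSO only wells and 100% = clavulanate BLA inhibitor control wells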
# SRC2 inh: human SRC2 (NCOA2) inhibition | inhibition, % at 9 µM | AID 651957 | hit rate 0.17% among 370,000 | HEK293 GAL4-SRC2 luciferase reporter, luminescence | Q15596;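 active = inhibition above the mean inhibition of all tested compounds plus 3 SD, set per campaign, cut at about 52% in these data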;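 note: 0% = DMSO treated cells and 100% = cells given Gossypol at 36 µM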
# ABHD5-PLIN5 inh: blocks binding of human ABHD5 to perilipin-5 | hit rate 0.78% among 360,000 | AID 602281 | Split G. princeps luciferase complementation, luminescence, 4 h | Q00G26+Q8WTS1 | inhibition, % at 4 µM;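 active = inhibition above the mean inhibition across every tested compound plus 3 SD, cut at about 22% in these data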;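 note: 0% = DMSO only wells and the 100% control is not disclosed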
# MC4R ag barr: activates human MC4R beta-arrestin recruitment; U2OS MC4R beta-arrestin complementation, luminescence; percent of melanotan II response, DMSO zero; P32245; activation, % at 8.9 µM; hit rate 0.98% among 360,000; AID 540308;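 active = activation above a per-plate cutoff, the mean activation of sample wells on that plate plus 3 SD, cut at about 8% in these data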
# NOD2-RIPK2 inh: NOD2-RIPK2 protein interaction inhibition. O43353. CHO BLA complementation NOD2-RIPK2, CCF4 ratio. inhibition, % at 4.98 µM. hit rate 0.38% among 360,000. AID 624267; in the data active = inhibition above about 21%;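 note: 0% = vehicle only and 100% = reference blocker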
# Target sequence (O43353 whole entry, looked up): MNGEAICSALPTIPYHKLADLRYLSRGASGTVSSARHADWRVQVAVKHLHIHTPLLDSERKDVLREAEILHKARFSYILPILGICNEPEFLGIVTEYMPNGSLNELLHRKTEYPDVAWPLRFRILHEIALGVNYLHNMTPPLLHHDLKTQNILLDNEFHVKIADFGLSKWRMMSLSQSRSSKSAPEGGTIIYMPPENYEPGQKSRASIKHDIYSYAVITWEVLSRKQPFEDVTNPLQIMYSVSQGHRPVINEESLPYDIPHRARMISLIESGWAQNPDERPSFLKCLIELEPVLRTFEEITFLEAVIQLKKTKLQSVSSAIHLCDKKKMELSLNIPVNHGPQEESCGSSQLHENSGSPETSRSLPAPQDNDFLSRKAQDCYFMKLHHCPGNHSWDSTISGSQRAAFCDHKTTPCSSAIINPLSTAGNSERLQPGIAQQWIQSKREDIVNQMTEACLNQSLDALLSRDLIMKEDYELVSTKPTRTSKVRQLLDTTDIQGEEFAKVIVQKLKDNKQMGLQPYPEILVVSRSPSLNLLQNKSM
# Glyco luc inh: blocks N-linked glycosylation in D54 reporter cells. hit rate 0.23% among 360,000. reporter increase, % at 12.5 µM. D54 ERlucT glycosylation luciferase reporter, 24 h; percent of 100 nM tunicamycin response. AID 588692;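 active = mean luciferase reporter signal, scaled so untreated is 0 and the glycosylation-blocking control 100, at or above a set limit in every replicate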;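 note: luciferase carries N-glycosylation sites so blocking glycosylation raises the light; 0% = median of neutral control wells and 100% = median of 100 nM tunicamycin wells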
# Cardio protect: modulators protecting cardiomyocytes from myocardial damage | H9c2 cardiomyocytes, H2O2 injury protection, ATPLite, 2 h | protection from H2O2 cell death, % at 20 µM | hit rate 0.63% among 360,000 | AID 588492;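 active = compounds giving at least 50% protection of heart cells from peroxide-induced death in the single-dose screen, raw or plate-pattern-corrected value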;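 note: 0% = DMSO wells with peroxide and 100% = DMSO wells without peroxide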
# * hit, by the source's call; nt = not tested or not shown. Only part of the results is shown (hit frequency here may not be typical).
# Screens in order – HTR2A ag	MC4R antagonist	ABCB6 inh 2	TLR9-MyD88 block	SRC2 inh	ABHD5-PLIN5 inh	MC4R ag barr	NOD2-RIPK2 inh	Glyco luc inh	Cardio protect
- COc1ccccc1N1CCN(Cc2ccc(C(=O)O)cc2)CC1
    4	9	99	-8	-2	-2	-1.8	1	-1	5
- N#C/C(=C/c1cn(CC(=O)O)c2ccccc12)C(=O)NCc1ccccc1
    -2	-1	108	-5	-3	0	-0.9	-7	0	-4
- COc1cc(OC)cc(C(=O)NC(C(=O)NNC(=O)c2cc(Cl)ccc2OC)C(C)C)c1 (stereo not given)
    -6	13	97	5	-3	-2	-1.6	-9	6	1
- O=C(c1ccc(-c2ccccc2)cc1)N1CCC(C(=O)N2CCCC2)CC1
    1	-5	97	-2	-2	1	-0.8	-4	1	-2
- CCOC(=O)c1ccc(Nc2nc(N)c3cc(OC)c(OC)cc3n2)cc1
    -9	-1	93	2	nt	2	0.0	5	-11	-19
- COc1ccc(C(=O)N2CCN(c3ccccn3)CC2)cc1
    6	13	99	-10	-1	3	1.8	3	0	3
- CSc1nc(N)c(NC(=O)c2ccc(Br)o2)c(=O)[nH]1
    3	8	97	-11	2	-11	2.2	-10	nt	7
- COc1ccc2[nH]c3c(c2c1)CCN1C(=O)C(CC(=O)NCCC2=CCCCC2)C[C@H](C(=O)N2CCOCC2)[C@@]31C (stereo not given in full)
    0	4	97	-7	-18	-2	-0.1	-6	1	12
- O=C(Nc1cc([N+](=O)[O-])ccc1O)NC1CCS(=O)(=O)C1 (stereo not given)
    -2	-2	97	9	0	0	-1.0	-9	2	-3
- COc1ccc(-c2csc3ncnc(Oc4ccc5c(C)cc(=O)oc5c4)c23)cc1
    1	4	98	-9	7	-2	-0.1	-4	1	-1
- O=C(COc1ccccc1)Nc1ccccc1N1CCCCC1
    -6	3	87	7	4	-2	-1.1	4	-3	-11
- COc1ccc(/C=C2\SC(=O)N(CC(=O)NC3CCS(=O)(=O)C3)C2=O)cc1 (stereo not given)
    2	-7	100	-56	-12	6	-2.6	1	-2	-4
- CCCCCCCCN1C(=O)[C@H](CC(=O)N2CCOCC2)C[C@@]2(C(=O)OC)CCCCC=C12
    -4	nt	96	nt	-35	-6	nt	-13	nt	nt
- CCC(=O)Nc1sc2c(c1C(=O)OC)CCN(Cc1ccccc1)C2
    -7	6	98	1	23	-4	2.5	-2	-3	-3
- COc1ccc2nc3cc(Cl)ccc3c(Nc3cc(C(C)C)c(O)cc3C)c2c1
    -14	6	93	7	12	9	4.8	4	-9	-22

# Entries of single compounds, looked up by structure. Values in the order: HTR2A ag | MC4R antagonist | ABCB6 inh 2 | TLR9-MyD88 block | SRC2 inh | ABHD5-PLIN5 inh | MC4R ag barr | NOD2-RIPK2 inh | Glyco luc inh | Cardio protect
# Profile of CCCCCCCCN1C(=O)[C@H](CC(=O)N2CCOCC2)C[C@@]2(C(=O)OC)CCCCC=C12 : -4 | nt | 96 | nt | -35 | -6 | nt | -13 | nt | nt
# Profile of CCC(=O)Nc1sc2c(c1C(=O)OC)CCN(Cc1ccccc1)C2 : -7 | 6 | 98 | 1 | 23 | -4 | 2.5 | -2 | -3 | -3
# Profile of COc1ccc(/C=C2\SC(=O)N(CC(=O)NC3CCS(=O)(=O)C3)C2=O)cc1 (stereo not given) : 2 | -7 | 100 | -56 | -12 | 6 | -2.6 | 1 | -2 | -4
# Profile of COc1ccc2nc3cc(Cl)ccc3c(Nc3cc(C(C)C)c(O)cc3C)c2c1 : -14 | 6 | 93 | 7 | 12 | 9 | 4.8 | 4 | -9 | -22

# (further entries)
# Screens in order – HTR2A ag	MC4R antagonist	ABCB6 inh 2	TLR9-MyD88 block	SRC2 inh	ABHD5-PLIN5 inh	MC4R ag barr	NOD2-RIPK2 inh	Glyco luc inh	Cardio protect
- CC(=O)C1=C(O)C(=O)N(CCC(=O)O)C1c1ccccc1Cl (stereo not given)
    -2	-4	96	9	4	8	0.4	0	2	7
- COc1ccc(Cn2c(=S)[nH]c3ccccc32)cc1
    -1	-7	98	16	-3	-4	-2.4	10	0	-12
- CCOC(=O)C(NC(C)=O)(Nc1cccc(F)c1)C(F)(F)F (stereo not given)
    6	11	97	0	13	12	-2.1	8	3	6
- Cc1ccc2nc(-c3ccc(NC(=O)CCS(=O)(=O)c4ccccc4)cc3)sc2c1
    2	12	87	7	11	2	-1.4	4	-23	-9
- CCCc1[nH][nH]c(=O)c1C(c1ccccc1)C(C#N)C#N (stereo not given)
    4	1	96	4	11	1	-2.6	-3	1	2
- Cc1ccc(N(C(=O)CNC(=O)c2ccco2)C(C(=O)NC2CCCC2)c2ccncc2)c(C)c1 (stereo not given)
    7	0	90	-7	-15	-4	1.3	0	-1	-4
- C/C(=N\NC(=O)NC1CCCCC1)c1ccc(Cl)s1
    -4	3	99	13	-11	4	0.9	1	-1	2
- Cc1ccc(-c2nnn(CC(=O)N3CCCCC3)n2)o1
    -4	-3	104	0	-13	1	-3.5	-10	0	5
- CCOC(=O)C1CCCN(C(=O)c2cc3cc(F)ccc3[nH]2)C1 (stereo not given)
    4	10	101	0	-6	-4	-2.3	6	1	-1
- CCOC(=O)N1CCN(C(=O)COc2ccc(S(=O)(=O)NCc3ccccc3)cc2)CC1
    1	0	100	-7	-60	3	1.9	-5	-1	0
- O=C(CSc1nc2ccccc2c(=O)n1Cc1ccccc1)NCc1ccco1
    -2	12	96	1	-6	-5	7.0	0	1	-4
- Cc1ccc(COC(=O)c2cc(S(=O)(=O)N3CCOCC3)ccc2C)cc1
    6	3	100	5	8	-4	0.3	-5	-6	-6
- CCCn1nc(NC(=O)c2cccs2)c2cc3ccc(C)cc3nc21
    -8	7	96	14	-22	-2	-2.4	6	-2	12
- CN(CC1COc2ccccc2O1)C(=O)CSc1ncnc2sccc12 (stereo not given)
    -10	1	98	5	-25	2	0.5	7	-1	-1
- COc1ccccc1C(=O)NCCC(=O)NCC(c1ccco1)N1CCCCC1 (stereo not given)
    -3	-3	98	-1	-30	-4	-2.7	3	3	3

# Screens in order – HTR2A ag	MC4R antagonist	ABCB6 inh 2	TLR9-MyD88 block	SRC2 inh	ABHD5-PLIN5 inh	MC4R ag barr	NOD2-RIPK2 inh	Glyco luc inh	Cardio protect
- CCSc1nc2sccc2c(=O)n1-c1ccccc1
    -5	5	99	-1	-19	6	-2.8	0	3	-7
- CC(=NO)C1(C)CC=CCC1CO (stereo not given)
    0	-3	99	3	-1	-4	1.2	-11	1	1
- COCCNC(=S)NNC(=O)c1ccco1
    -1	5	100	-3	-19	-3	-0.9	4	-1	-1
- Cc1c(Cl)cccc1NC(=O)CS(=O)(=O)c1ccccc1
    -1	0	101	4	-1	-7	0.3	-2	-2	2
- CC(C)(C)C(Cn1ccnc1)NC(=O)c1ccc2nc(C3CC3)oc2c1 (stereo not given)
    1	9	98	6	-6	3	-1.3	-12	3	-3
- CCN1CCN(C(=O)CN(c2ccccc2C)S(C)(=O)=O)CC1
    -3	5	89	-8	-18	0	1.3	-1	-1	0
- COC(=O)c1ccccc1NC(=O)c1ccc2nccnc2c1
    -1	11	99	7	0	-2	-2.7	5	-1	64*
- CN(C)C(=O)[C@@H]1C[C@H]1[C@@H](NC(=O)OCc1ccccc1)c1ccccc1
    6	-5	96	1	-13	2	-0.8	-5	3	6
- CCSc1nnc(NC(=O)c2cc3c(s2)CCCC3)s1
    5	-7	103	0	-31	0	6.2	6	2	-1
- COc1cc(NC(=O)CCc2nnc3ccc(N4CCCCC4)nn23)cc(OC)c1OC
    16*	24	98	-10	-2	9	0.4	0	5	-4
- Cc1ccc(S(=O)(=O)NC(=O)c2cccc(N(C)C)c2)cc1
    2	0	100	-1	11	1	-2.0	-15	0	2
- O=C(CSc1nc2ccccc2[nH]1)N1c2ccccc2Sc2ccccc21
    2	12	100	-7	-2	-1	3.2	-2	-1	-1
- Cn1c2ccccc2c(=O)c2c(=O)n(-c3ccccc3)c(-c3ccc(C(C)(C)C)cc3)nc21
    -3	13	93	-1	-14	-4	4.5	9	3	6
- COC(=O)c1cn(CCOc2ccccc2OC)c2ccccc12
    -5	8	95	4	-1	7	2.9	3	-2	-14
- CC(C)CC(=O)Nc1nc2ccc(S(=O)(=O)N3CCOCC3)cc2s1
    6	4	105	-1	-5	-5	-0.1	11	2	0

# Screens in order – HTR2A ag	MC4R antagonist	ABCB6 inh 2	TLR9-MyD88 block	SRC2 inh	ABHD5-PLIN5 inh	MC4R ag barr	NOD2-RIPK2 inh	Glyco luc inh	Cardio protect
- Cc1ccc(C)c(-c2cc(C(=O)Nc3cccnc3)c3ccccc3n2)c1
    11	9	97	8	-8	6	2.5	0	3	17
- Cn1nc(C(=O)Nc2cccnc2)c2ccccc2c1=O
    1	-2	100	-2	-11	1	-1.9	-7	4	7
- Cc1ccc(CN2CCNC(=O)C2CC(=O)NCc2csc(C(C)C)n2)cc1 (stereo not given)
    2	1	104	4	-1	1	2.2	-10	2	2
- N#Cc1nc(-c2cccs2)oc1NCc1ccccc1Cl
    -4	-3	92	-2	-22	2	1.2	-2	-4	-16
- Cc1cc(NC(=O)C2CC(=O)N(c3ccc(F)cc3)C2)no1 (stereo not given)
    1	9	99	-6	-16	-5	-0.9	-4	3	7
- CC(C)C(=O)Nc1c(-c2ccccc2F)c(=O)c2ccccc2n1C
    7	10	100	-2	0	-8	-1.5	3	3	4
- CC1CC(C)CN(C(=O)Nc2ccc(Br)cc2)C1 (stereo not given)
    -6	30*	85	6	-2	-5	2.0	-4	0	-3
- O=C(CSc1nnc(-c2ccc(F)cc2)o1)Nc1ccc(S(=O)(=O)N2CCCCCC2)cc1
    -4	6	31*	2	14	-16	2.4	8	-2	-12
- Cc1c(N(C)S(=O)(=O)c2cc(C(=O)N3CCCC3)ccc2Cl)c(=O)n(-c2ccccc2)n1C
    2	4	97	3	-4	-3	-1.4	1	1	1
- O=C(NCC1CCCO1)c1ccc(Cl)c(NS(=O)(=O)c2ccc(F)cc2)c1 (stereo not given)
    -3	5	98	7	-29	5	-1.1	3	0	3
- CCN(CC)CC#CCC(C)(c1ccccc1)c1ccccc1
    -8	-1	92	2	1	-3	1.5	-9	-3	0
- OC1(CC#CCN2CCCCC2)c2ccccc2-c2ccccc21
    -7	-7	99	3	-12	-12	-0.7	12	1	8

# Looked up above.
# TLR9-MyD88 block with CC(C)(C)C(Cn1ccnc1)NC(=O)c1ccc2nc(C3CC3)oc2c1 (stereo not given) stands at 6
# SRC2 inh with Cc1c(Cl)cccc1NC(=O)CS(=O)(=O)c1ccccc1 stands at -1
# ABCB6 inh 2 with COc1ccc(-c2csc3ncnc(Oc4ccc5c(C)cc(=O)oc5c4)c23)cc1 stands at 98
# TLR9-MyD88 block with CCCc1[nH][nH]c(=O)c1C(c1ccccc1)C(C#N)C#N (stereo not given) stands at 4
# HTR2A ag with COc1ccc2nc3cc(Cl)ccc3c(Nc3cc(C(C)C)c(O)cc3C)c2c1 stands at -14
# Glyco luc inh with Cc1c(N(C)S(=O)(=O)c2cc(C(=O)N3CCCC3)ccc2Cl)c(=O)n(-c2ccccc2)n1C stands at 1

# Assay outcomes (PubChem BioAssay)
